M1 PAM parental: M1 PAM counterscreen hit in parental CHO-K1 cells; ATP EC20, Fluo-8 calcium fluorescence; 0% at ATP EC20, 100% at ATP max; activation, % at 3 µM; actives 0.02% (n = 360,000); AID 602247;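 active = activation above the run cutoff, the mean activation of all test compounds plus 3 SD, cut at about 40% in these data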;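 also: peak over basal fluorescence ratio in a 140 s read after ATP addition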
OXTR potentiator: human OXTR potentiation; CHO-OTR cells, Fluo-8 calcium fluorescence, potentiator mode; 0% = oxytocin EC15, 100% = EC100; activation, % at 3 µM; actives 0.061% (n = 320,000);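 active = activation above that plate's cutoff, the mean activation of tested compounds plus 3 SD, cut at about 6.6% in these data, passing the limit was not always enough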;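 also: 100% uses oxytocin at 75 nM as the full agonist control; some results filed as inactive read as strong as hits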
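Assay system: CHO cell line stably expressing human OTR. Reagent: EC15 oxytocin agonist. Dosing: single dose, 3.0 µM nominal final compound concentration. Timing: compound 6 min at room temperature before oxytocin, 100 s read. Signal: kinetic Fluo-8 calcium fluorescence. Controls: oxytocin EC15 low and EC100 high.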
GPR7 antagonist: blocks human GPR7 receptor signaling; P48145; GPR7-expressing cells, fluorescence antagonist assay; inhibition, % at 4.4 µM; actives 1.1% (n = 290,000); in the data active = inhibition above about 16%, passing the limit was not always enough;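 also: cells stimulated with the agonist NPW; 0% = agonist with vehicle and 100% = vehicle without agonist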
Target sequence (P48145 whole entry, looked up): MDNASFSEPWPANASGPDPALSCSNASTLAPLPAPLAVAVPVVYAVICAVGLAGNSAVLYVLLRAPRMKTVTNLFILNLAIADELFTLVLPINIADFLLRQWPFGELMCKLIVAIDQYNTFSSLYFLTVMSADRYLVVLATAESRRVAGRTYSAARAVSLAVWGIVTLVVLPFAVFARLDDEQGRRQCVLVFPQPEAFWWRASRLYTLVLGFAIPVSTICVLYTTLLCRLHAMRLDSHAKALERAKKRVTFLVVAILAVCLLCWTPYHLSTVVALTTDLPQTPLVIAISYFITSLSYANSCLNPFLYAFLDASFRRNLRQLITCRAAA
CHO-K1 Ca antag: M1 antagonist counterscreen hit in parental CHO-K1 cells. ATP-induced calcium, Fluo-8 fluorescence. inhibition, % at 3 µM. actives 0.6% (n = 360,000);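 active = inhibition above a per-plate cutoff, the plate's mean sample inhibition plus 3 SD, cut at about 24% in these data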;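 also: 0% = DMSO plus EC80 ATP and 100% = DMSO alone without ATP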
OXTR agonist: agonists of human oxytocin receptor | actives 0.32% (n = 320,000) | P30559 | activation, % at 3 µM | CHO-OTR cells, Fluo-8 calcium fluorescence; normalized: DMSO 0%, oxytocin 100%;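 active = activation above the mean of all tested compounds plus 3 SD, cutoff set per screening run, cut at about 20% in these data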;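 also: peak over basal fluorescence ratio from a 100 s FLIPR kinetic read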
TAAR1 antag: human TAAR1 antagonism | Q96RJ0 | CHO RD-HGA16 TAAR1, Fluo-8 calcium fluorescence, antagonist | inhibition, % at 3 µM | actives 1.5% (n = 360,000);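 active = inhibition above a per-plate cutoff, the mean inhibition of test compounds on that plate plus 3 SD, cut at about 49% in these data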;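 also: 0% = DMSO plus EC80 beta-PEA response and 100% = DMSO alone without agonist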
Target sequence (Q96RJ0 whole entry, looked up): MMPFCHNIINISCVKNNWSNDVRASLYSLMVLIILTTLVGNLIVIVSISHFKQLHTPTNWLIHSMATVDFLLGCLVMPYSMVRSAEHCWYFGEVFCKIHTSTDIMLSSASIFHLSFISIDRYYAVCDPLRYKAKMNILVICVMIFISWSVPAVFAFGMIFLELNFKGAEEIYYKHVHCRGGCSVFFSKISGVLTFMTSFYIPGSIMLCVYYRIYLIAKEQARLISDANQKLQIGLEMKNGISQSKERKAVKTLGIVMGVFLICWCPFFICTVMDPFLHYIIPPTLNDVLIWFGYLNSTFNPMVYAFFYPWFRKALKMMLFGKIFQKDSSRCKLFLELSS
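Material: CHO RD-HGA16 cells bearing hTAAR1; compound dosing: one-point dosing, 3 µM nominal final; schedule: dye loading 75 min at 37 °C, then 30 min room temperature; measured by: calcium fluorescence with Fluo-8; control set: vehicle and agonist controls; replication: n of 1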
M1 ag parental: M1 agonist counterscreen hit in parental CHO-K1 cells. AID 602248. activation, % at 3 µM. Fluo-8 calcium fluorescence; scaled to maximal ATP response, vehicle zero. actives 0.48% (n = 360,000); in the data active = activation above about 15%;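 also: untransfected CHO-K1 host cells lacking M1 receptor as counterscreen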
CHO parental Ca: signal in parental CHO cells, OX1R antagonist counter-screen. parental CHO-K1, ATP-induced calcium, Fluo-8 fluorescence. actives 0.63% (n = 330,000). inhibition, % at 5.6 µM. AID 463079;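 active = inhibition above that plate's mean sample inhibition plus 3 SD, cut at about 26% in these data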;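 also: 0% = ATP-challenged DMSO wells and 100% = DMSO wells without ATP; some compounds past the cut are filed as inactive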
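Test system: untransfected parental CHO cell line; also added: ATP stimulus; dosing: 5.6 µM, single dose; signal: calcium-sensitive Fluo-8 fluorescence; measure: percent inhibition of ATP-evoked calcium rise, normalized to controls; benchmarks: low control ATP plus DMSO, high control DMSO only; replication: one well per compound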
V1aR counter: activates human V1a receptor in oxytocin agonist counter-screen | actives 0.25% (n = 320,000) | P37288 | activation, % at 3 µM | CHO-V1R cells, Fluo-8 calcium fluorescence, agonist mode; 0% DMSO, 100% 3 nM vasopressin | AID 2797;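 active = activation above the mean activation of all tested compounds plus 3 SD, per screening run, cut at about 20% in these data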;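 also: signal is peak over basal fluorescence ratio across a 100 second FLIPR read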
Target sequence (P37288 whole entry, looked up): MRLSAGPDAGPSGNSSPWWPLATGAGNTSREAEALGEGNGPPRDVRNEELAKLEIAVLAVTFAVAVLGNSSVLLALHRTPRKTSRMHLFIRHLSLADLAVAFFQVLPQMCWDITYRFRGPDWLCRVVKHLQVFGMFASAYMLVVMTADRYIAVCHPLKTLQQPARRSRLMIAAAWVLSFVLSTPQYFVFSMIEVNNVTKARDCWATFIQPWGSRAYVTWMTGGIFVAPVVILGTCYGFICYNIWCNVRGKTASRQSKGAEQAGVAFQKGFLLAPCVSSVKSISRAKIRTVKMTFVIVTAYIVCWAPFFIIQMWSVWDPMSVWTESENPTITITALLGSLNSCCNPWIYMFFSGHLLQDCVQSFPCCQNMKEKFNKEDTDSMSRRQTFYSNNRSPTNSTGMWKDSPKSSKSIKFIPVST
An asterisk follows results filed as active; . = not tested or not shown.

The first two entries (preview)
SMILES	M1 PAM parental	OXTR potentiator	GPR7 antagonist	CHO-K1 Ca antag	OXTR agonist	TAAR1 antag	M1 ag parental	CHO parental Ca	V1aR counter
CN1CCN(Cc2oc(CO)cc(=O)c2O)CC1	23	-11	5	-6	0.4	8	0.5	-5	0.8
Cc1ccc(NC(=O)CCS(=O)(=O)c2ccc(Br)s2)cc1	3	2	-16	-17	-1.1	-9	1.1	-18	-0.3

The whole of this part, previewed entries included:
SMILES	M1 PAM parental	OXTR potentiator	GPR7 antagonist	CHO-K1 Ca antag	OXTR agonist	TAAR1 antag	M1 ag parental	CHO parental Ca	V1aR counter
CN1CCN(Cc2oc(CO)cc(=O)c2O)CC1	23	-11	5	-6	0.4	8	0.5	-5	0.8
Cc1ccc(NC(=O)CCS(=O)(=O)c2ccc(Br)s2)cc1	3	2	-16	-17	-1.1	-9	1.1	-18	-0.3
O=C(Cc1ccsc1)NCC(=O)Nc1ccc(F)c(F)c1	21	-2	-7	-7	-0.4	-6	2.6	-6	-0.6
Cc1ccc2nc(N3CCN(C)CC3)c(C=O)c(=O)n2c1	-7	-2	-5	-10	1.4	-1	2.8	-10	-0.3
COc1cccc(C(NC(C)=O)c2nc(-c3ccc(OC)nc3)cs2)c1 (stereo unspecified)	-4	.	.	-1	.	-10	0.7	.	.
O=C1CSC(=Nc2cc(Cl)ccc2Cl)N1	-5	1	-17	-18	-0.9	.	-0.3	-9	-0.4
CC(=O)NC(C)(c1ccccc1)c1nc(-c2csc3ccccc23)cs1 (stereo unspecified)	14	.	.	-16	.	-7	1.3	.	.
CC(C)(C)NC(=O)NC(=O)COC(=O)CCCc1c[nH]c2ccccc12	-6	-12	20	3	4.0	9	2.3	-11	6.4
Cc1cccc(C)c1NC(=O)CC(NCc1ccco1)C(=O)O (stereo unspecified)	20	-1	14	-13	-0.6	6	0.3	-4	1.6
O=[N+]([O-])c1cc(C(F)(F)F)ccc1NCCNC(=S)Nc1ccc(Cl)cc1	8	-11	-1	11	11	23	7.2	1	7.7
CC(=O)OCC(=O)[C@@]1(O)[C@H](C)C[C@H]2[C@@H]3CCC4=CC(=O)C=C[C@]4(C)[C@@]3(F)[C@@H](O)C[C@@]21C	14	-10	0	2	0.7	-35	0.8	-5	0.9
Cn1c(=O)c2[nH]c(NCC3CCCO3)nc2n(-c2ccccc2)c1=O (stereo unspecified)	9	-3	-9	-1	-0.4	6	0.2	-17	0.4
O=C(Nc1ccccn1)C1CCCN(c2ncnc3c2nc2n3CCCCC2)C1 (stereo unspecified)	17	-21	3	-22	-1.3	32	4.1	-19	-0.7
Cc1ccc(-n2c(-c3ccccc3)cc(=O)nc2C)cc1	10	3	-14	-10	-0.6	-10	0.2	7	-0.5
O=C(COC(=O)/C=C/c1cccc(Br)c1)NCc1ccco1	-19	-6	.	2	0.7	-12	1.6	-13	1.8
COc1ccc2c(c1)C(CC(C)=O)N(c1ccc(-c3cnc(OC)nc3)cc1)C(c1ccsc1)=C2 (stereo unspecified)	12	.	.	-12	.	-14	1.0	.	.
O=C(O)CCSc1nnc(COc2ccc([N+](=O)[O-])cc2)n1-c1ccccc1	5	-6	0	-20	-0.1	-12	0.9	-6	-0.6
Cc1cccc(NC(=O)Nc2c(C)[nH]c(=O)[nH]c2=O)c1C	-4	-5	-5	-11	-0.3	-19	1.0	-6	1.1
Cc1c(CN(C)CCc2ccccc2)c(=O)n(-c2ccccc2)n1C	0	-4	-9	-4	-0.6	-12	-0.3	-6	-1.1
Cn1nc(C(=O)Nc2ccccc2Cl)cc1C(=O)Nc1ccccc1Cl	12	-2	.	-7	-1.3	-53	0.7	-8	1.0
CN(CCOc1ccccc1)C(=O)C1CCC(=O)N(CCCN2CCOCC2)C1 (stereo unspecified)	-11	-4	6	-1	-0.5	21	0.1	-15	0.6
COCCN(C(=O)COC(=O)CSc1ccc(Cl)cc1)c1c(N)n(CC(C)C)c(=O)[nH]c1=O	12	.	.	-9	.	-16	0.9	.	.
COc1cccc(-c2nc(CS(=O)(=O)CC(=O)N3CCN(c4ccccn4)CC3)c(C)o2)c1	15	-5	-9	-11	0.6	13	1.9	-5	1.9
CCCCN(C)C(=O)c1nc2ccccn2c1CN1CCN(c2ccccn2)CC1	-11	-1	4	3	-0.9	0	0.5	-29	0.0
O=C(O)c1cc(N/N=C/c2ccc3c(c2)OCCO3)ccc1Cl	5	-1	-9	1	0.8	-4	-0.2	1	0.1
CCNC(=O)CSc1nnc(CN2CCCCCC2=O)n1-c1ccccn1	23	-8	-15	-2	0.9	24	1.1	-1	-0.1
COc1ccc(NC(=O)c2ccccc2S(=O)c2ccccc2C#N)cc1 (stereo unspecified)	11	-7	5	11	0.7	1	-0.1	-12	2.5
O=C(Nc1ccccc1C(=O)N/N=C/c1ccco1)c1ccc(F)cc1	27	-7	-3	-8	1.2	-13	-0.4	-13	9.1
CCOC(=O)O[C@]1(C(=O)OCCl)CC[C@H]2[C@@H]3CCC4=CC(=O)C=C[C@]4(C)[C@H]3[C@@H](O)C[C@@]21C	.	-7	.	.	0.8	.	.	-3	0.4
CCCN(CCC)CCCNC(=O)c1nn(-c2cccc(OC)c2)c(=O)c2ccccc12	12	5	-3	-2	-0.2	10	0.5	-14	0.3
CCCCC(=O)OCc1nc2ccccc2s1	14	-14	-5	-20	-1.3	-4	0.2	-3	-0.3
Cc1cc(C(=O)NNC(=O)c2c(-c3c(Cl)cccc3Cl)noc2C)no1	-4	-4	-9	-2	-0.6	-7	-0.2	-4	1.1
Cn1c(=O)c2c(-c3ccccc3)n(CCCN3CCOCC3)cc2n(C)c1=O	-5	-10	-13	29*	-0.4	8	0.4	-3	-0.8
CCOc1ccc2[nH]c(=O)c(CN(CCCO)C(C)=O)cc2c1	17	4	12	7	0.4	-11	0.0	-9	-0.7
Cc1ccc(NS(=O)(=O)c2ccc(C(=O)NCc3ccccn3)cc2)cc1	0	-16	30*	-4	25*	48	19*	0	31*
CCOC(=O)C1CCN(C(=O)c2sccc2Cl)CC1	18	-6	9	-9	-1.2	-51	0.6	-17	-2.4
COc1ccc(C(CNC(=O)Cc2ccc3ccccc3c2)N(C)C)cc1 (stereo unspecified)	7	0	-2	-8	1.4	-17	1.4	-24	1.2
COc1ccccc1-c1cn[nH]c1-c1ccc(OCc2ccc([N+](=O)[O-])cc2)cc1O	-2	-1	-8	0	2.0	-1	0.1	21	0.9
CCOC(=O)C1CCN(S(=O)(=O)CCNC(=O)c2ccc3c(c2)OCO3)CC1	4	-5	.	-1	-1.7	-18	0.4	-17	-0.5
CCOC(=O)/C=c1\s/c(=C\c2ccc3cc(OC)ccc3c2)c(=O)n1CC(=O)NCC1CCCO1 (stereo unspecified)	23	-2	8	-7	1.4	11	1.8	-9	1.5
Cn1c2ccccc2c2c(C(=O)N3CCN(c4ccccc4)CC3)cn(C3CCCC3)c(=O)c21	-2	-20	3	14	-1.8	34	1.1	-18	-0.4
CCCc1nc(C)cc(N2CCN(c3ccccc3)CC2)n1	6	-8	-2	-7	1.4	-2	1.0	-17	2.3
CCOc1ccccc1NC(=O)C1CCCN(S(=O)(=O)c2ccc3c(c2)CCCN3C(C)=O)C1 (stereo unspecified)	8	.	.	2	.	-4	4.2	.	.
CC1C/C(=C\c2ccccc2[N+](=O)[O-])c2nc3ccccc3c(C(=O)O)c2C1 (stereo unspecified)	5	-12	-8	-9	-0.2	-13	0.6	6	-0.1
COc1ccccc1CN1C[C@@H]2C[C@@H](C3=Cc4cc(Cl)ccc4OC3)N3CCC[C@@]23C1=O	25	-7	3	-6	-1.9	12	1.3	-22	-0.9
Cc1ccccc1-n1nnnc1SC1CCOC1=O (stereo unspecified)	20	-14	-4	-5	0.1	-8	0.4	-11	0.4
COc1ccc(S(=O)(=O)c2ccc(OCC3CO3)cc2)cc1 (stereo unspecified)	9	-6	-1	3	0.9	-6	2.1	5	0.0
C[C@H](NC(=O)c1ncn2c1C(=O)NC[C@@H]2C)C(=O)OC(C)(C)C	3	.	.	0	.	0	0.1	.	.
O=C(C1CCN(c2nc(-c3ccccc3)nc3c2CCC3)CC1)N1CCC(O)CC1	-9	-6	9	0	-0.5	-49	-0.6	-16	-1.1
Cc1ccc(S(=O)(=O)NC2CCCc3ccccc32)cc1C (stereo unspecified)	15	-20	-10	-10	-0.1	50*	1.2	7	4.4
COc1ccc(NC(=O)C2CCN(S(=O)(=O)c3ccc(OC)c(OC)c3)CC2)c(OC)c1	-8	2	-2	26*	-1.5	-5	-0.3	-14	-0.9
CCOC(=O)/C(C(N)=NCC(C)C)=C(/O)c1ccccc1	16	3	-9	-5	-0.8	-6	-0.1	-16	0.2
COc1ccc(OC)c(S(=O)(=O)n2ccnc2C)c1	2	-5	1	-1	-0.4	-3	0.1	-6	0.9
Cc1nnc(NC(=O)CSCc2c(C)noc2C)s1	6	6	.	-10	1.9	-17	1.0	15	0.0
CCOC(=O)c1c(C)n(-c2ccccc2)c2ccc(O)cc12	13	-4	-11	-6	-1.0	-17	-0.3	-6	-0.6
C(=C\c1ccccc1)/CSc1nnc(-c2ccncc2)n1Cc1ccco1	-4	-17	-7	2	0.6	-13	1.0	-9	0.1
CNc1ccc(/C=C(\C#N)c2ccccn2)cc1[N+](=O)[O-]	15	-4	4	-20	-0.2	-3	0.5	14	0.3
CCCCCCCCNc1ccccc1S(=O)(=O)NCc1ccccc1	3	.	.	-7	.	16	1.2	-35	.
CNC(=S)N1N=C(c2cccs2)CC1c1ccc(F)cc1 (stereo unspecified)	14	2	5	-12	-1.2	1	-0.1	-3	-1.7
O=C(N/N=C/c1c[nH]c2ccccc12)c1cc(-c2ccc3ccccc3c2)n[nH]1	15	-2	4	-1	-1.0	44	0.0	19	0.1

With a hit mark in TAAR1 antag (from the list above):
SMILES	OXTR potentiator	GPR7 antagonist	TAAR1 antag
Cc1ccc(S(=O)(=O)NC2CCCc3ccccc32)cc1C (stereo unspecified)	-20	-10	50*

Carrying on:
SMILES	M1 PAM parental	OXTR potentiator	GPR7 antagonist	CHO-K1 Ca antag	OXTR agonist	TAAR1 antag	M1 ag parental	CHO parental Ca	V1aR counter
O=C(c1ccccc1)N1CCCC(c2ccc(Cl)cc2)=N1	9	1	-4	-25	-1.7	-47	-0.8	-36	-0.9
Cc1[nH][nH]c(=O)c1C(c1ccc(Br)cc1)c1c(C)[nH][nH]c1=O	-5	-8	6	-4	0.2	-6	0.2	0	0.3
O=[N+]([O-])c1ccc(N/N=C/c2cccc(O)c2)cc1	11	-6	22	-8	2.6	46	2.3	14	5.6
COc1cc(CCC(=O)OCC(=O)Nc2sccc2C(N)=O)cc(OC)c1OC	-16	.	.	39*	.	31	14	.	.

A few values from the list:
For M1 PAM parental, `COc1cc(CCC(=O)OCC(=O)Nc2sccc2C(N)=O)cc(OC)c1OC` has -16
For GPR7 antagonist, `O=[N+]([O-])c1ccc(N/N=C/c2cccc(O)c2)cc1` has 22
